# High-throughput results: PubChem, Sanford-Burnham Center for Chemical Genomics
# mIAP inh: mouse IAP inhibition; purified mouse IAP, CDP-Star luminescence, 30 min; inhibition, % at 10 µM; 0.2% of 330,000 active; AID 2806;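 active = inhibition of at least 40% at 10 µM in the primary screen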;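 note: plate controls were DMSO with enzyme for no effect and no enzyme wells for full effect; values of inactives mirror those of a sister screen read the other way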
# TIM10 inh: growth inhibitors of TIM10 yeast strain | inhibition, % at 10 µM | 1.4% of 330,000 active | S. cerevisiae TIM10 strain growth, BacTiter-Glo luminescence, 24 h | AID 463195;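 active = inhibition of 40% or more at the single tested concentration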;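 note: wild-type TIM10 isogenic control strain grown at permissive 25 °C; 0% = DMSO yeast wells and 100% = minimal medium wells without yeast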
# mIAP act: mouse IAP activation; muIAP, CDP-Star luminescence, 30 min; hits give high values; 1 = vehicle-only enzyme signal, 0 = enzyme-free wells; activation factor at 10 µM; 0.24% of 330,000 active;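 active = activation factor of at least 2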; note: the source names both 10 and 20 µM as test concentration; values of inactives mirror those of a sister screen read the other way
#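 Assay system: mouse IAP enzyme / Compound: DMSO-dissolved test compounds / Timing: 30 min, room temperature / Measured by: luminescence from enzymatic CDP-Star hydrolysis / Control set: DMSO-only wells, enzyme-free buffer wells as negative control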
# Apaf1 inhib: human Apaf-1 inhibition. AID 489030. O14727. inhibition, % at 20 µM. 0.71% of 330,000 active. reconstituted apoptosome caspase-3 activity, DEVD-Rh110 fluorescence; active = inhibition of at least 40% at 20 µM;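 note: plate controls were DMSO wells for no effect and DEVD-CHO caspase inhibitor wells for full effect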
#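 Assay system: Apoptosome proteins | Medium: pH 7.5 Hepes buffer with CHAPS, BSA, DTT | Also added: Cytochrome c and DEVD-Rh110 substrate | Times: 30 min plus 50 min, RT | Detection: Rhodamine 110 fluorescence at Ex 480/Em 540 nm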
# NLRP3 yeast inh: inhibitors of NALP3 inflammasome in yeast. Yeast reconstituted NLRP3/ASC/caspase-1, beta-gal luminescence, 24 h. inhibition, % at 10 µM. 0.39% of 330,000 active. AID 2825;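 active = inhibition of 50% or more; inactive = inhibition below 50%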;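 note: plate controls were induced DMSO wells for no effect and uninduced yeast grown without galactose for full effect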
# ATG4B inh: inhibitors of human ATG4B cysteine protease | 0.51% of 340,000 active | inhibition, % at 8.33 µM | ATG4B cleavage of LC3-PLA2, NBD-HPC fluorescence, 1 h; in the data active = inhibition above about 40%
# Target sequence (Q9Y4P1 whole entry, looked up): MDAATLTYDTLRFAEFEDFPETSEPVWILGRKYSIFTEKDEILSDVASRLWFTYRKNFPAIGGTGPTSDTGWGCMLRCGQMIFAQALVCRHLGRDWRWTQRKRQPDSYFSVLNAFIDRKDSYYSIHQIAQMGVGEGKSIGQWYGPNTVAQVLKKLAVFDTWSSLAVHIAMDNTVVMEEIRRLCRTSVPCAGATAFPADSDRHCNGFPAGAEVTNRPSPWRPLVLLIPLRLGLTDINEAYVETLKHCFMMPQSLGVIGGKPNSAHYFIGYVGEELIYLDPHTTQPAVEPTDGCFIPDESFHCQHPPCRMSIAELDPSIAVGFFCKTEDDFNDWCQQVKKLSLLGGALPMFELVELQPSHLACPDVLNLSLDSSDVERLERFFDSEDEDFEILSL
# tim10-1 inh: growth inhibitors of tim10-1 mutant yeast | S. cerevisiae tim10-1 ts strain growth, BacTiter-Glo, 24 h | inhibition, % at 20 µM | 2.2% of 330,000 active | AID 463190;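 active = inhibition of at least 40%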;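 note: mutant grown at 25 °C; 0% = DMSO wells with yeast and 100% = wells holding no yeast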
# hIAP activ: human IAP activation | P09923 | 0.16% of 330,000 active | activation factor at 10 µM | purified human IAP, CDP-Star luminescence, 30 min; hits give high values; 1 = vehicle-only enzyme, 0 = enzyme-free background;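 active = activation factor of the enzyme at least 2-fold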; note: the source names both 10 and 20 µM as test concentration; values of inactives mirror those of a sister screen read the other way
# Target sequence (P09923 whole entry, looked up): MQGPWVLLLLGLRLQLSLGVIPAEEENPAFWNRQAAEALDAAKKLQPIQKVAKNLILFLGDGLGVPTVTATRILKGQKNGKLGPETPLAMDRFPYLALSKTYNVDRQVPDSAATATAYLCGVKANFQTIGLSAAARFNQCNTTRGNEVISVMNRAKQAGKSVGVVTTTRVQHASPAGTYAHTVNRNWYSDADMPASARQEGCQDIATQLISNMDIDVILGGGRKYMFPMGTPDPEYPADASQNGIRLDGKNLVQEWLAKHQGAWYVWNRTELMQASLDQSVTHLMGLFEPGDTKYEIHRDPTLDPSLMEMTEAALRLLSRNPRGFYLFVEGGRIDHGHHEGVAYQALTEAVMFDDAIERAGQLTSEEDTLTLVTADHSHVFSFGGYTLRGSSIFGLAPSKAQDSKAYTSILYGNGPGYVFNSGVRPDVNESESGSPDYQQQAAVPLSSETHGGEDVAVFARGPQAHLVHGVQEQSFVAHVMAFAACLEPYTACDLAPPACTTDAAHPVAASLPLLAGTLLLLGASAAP
# hIAP inh: human IAP inhibition. purified IAP, CDP-Star luminescence, 30 min. 0.12% of 330,000 active. inhibition, % at 10 µM;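 active = inhibition reaching a set limit with compound at 10 µM in the primary screen, cut at about 35% in these data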;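 note: plate controls were DMSO wells with enzyme for no effect and no-enzyme buffer wells for full effect; values of inactives mirror those of a sister screen read the other way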
# The depositor's hits bear a star; . = not tested or not shown. Not a hit list (roughly 4.5% active in at least one column).
SMILES,mIAP inh,TIM10 inh,mIAP act,Apaf1 inhib,NLRP3 yeast inh,ATG4B inh,tim10-1 inh,hIAP activ,hIAP inh
Cc1ccc[n+](CC(=O)Nc2cc(C(F)(F)F)ccc2N2CCOCC2)c1,11.0,4.3,0.89,-13.3,-4.3,-22.0,19.1,1.01,-1.4
CCCc1cc(=O)oc2cc(OCC(=O)NCC(O)c3ccccc3)ccc12 (stereo not given),7.6,-0.4,0.924,5.8,7.1,7.3,-3.8,0.793,20.7
CCCNS(=O)(=O)c1cc(Br)cc2c1N(C(=O)CC)CC2,6.2,6.7,0.938,-0.3,4.0,-12.8,11.3,0.988,1.2
O=C(NCCN1CCOCC1)c1ccc(Cl)cc1[N+](=O)[O-],-1.7,8.5,1.02,-2.2,-1.4,9.0,0.1,1.19,-18.9
O=C(Nc1nccs1)c1cccc(S(=O)(=O)N2CCCCC2)c1,7.1,12.7,0.929,-10.1,12.9,-14.2,30.1,0.87,13.0
NNc1nc(-c2ccccc2Cl)nc2sc3c(c12)CCCC3,9.1,29.9,0.909,13.3,12.7,27.8,57.7*,0.93,7.0
O=C(c1cccc(N2C(=O)C3C4C=CC(C4)C3C2=O)c1)N1CCN(c2ccc(F)cc2)CC1 (stereo not given),-7.3,-6.7,1.07,-4.5,7.3,-10.5,20.7,1.13,-12.6
CCOc1cc2c(cc1OCC)C(c1ccc(C(=O)O)cc1)NCC2 (stereo not given),3.6,21.0,0.964,11.8,2.4,0.0,15.3,1.07,-6.9
COc1ccc(CCNC(=O)CSc2ccsc2[N+](=O)[O-])c(OC)c1,-0.4,15.4,1,5.3,-1.9,19.7,18.6,0.952,4.8
CC(C)Cn1c(N)c(C(=O)COC(=O)CN2C(=O)C3CC=CCC3C2=O)c(=O)n(C)c1=O (stereo not given),3.4,4.4,0.966,-6.4,8.2,-1.8,-5.8,0.959,4.1
Cc1cccc(C)c1N1C(=O)[C@@H]2C(c3ccccc3Cl)=NO[C@@H]2C1=O,0.4,20.3,0.996,4.7,9.8,-1.1,18.3,0.837,16.3
O=C(CN1C(=O)c2ccccc2S1(=O)=O)c1ccc(Cl)cc1Cl,2.5,7.8,0.975,4.5,10.0,-4.8,32.5,1.01,-0.6
COc1ccc(-c2noc(-c3ccccc3C(=O)Nc3cccc(OC)c3)n2)cc1,-0.3,23.1,1,15.3,17.1,-1.4,18.0,1.1,-10.1
CCc1ccc(-c2nc(CCl)cs2)cc1,-0.7,-17.6,1.01,4.7,35.5,-1.4,13.7,1.02,-1.7
CCOc1ccc(C(=O)NCC(=O)NCC2CCCCC2)cc1OCC,-8.6,3.3,1.09,6.2,7.6,-7.8,9.1,1.19,-18.6
CCOc1ccc(CCNC(=O)C2CC(=O)N(CCc3ccccc3)C2)cc1OCC (stereo not given),-3.8,-1.2,1.04,4.0,1.8,-3.0,-12.6,1.47,-46.7
COCC(C)n1c(C)cc(C(=O)COc2ccc(N(C)S(=O)(=O)c3ccc(NC(C)=O)cc3)cc2)c1C (stereo not given),-9.3,13.0,1.09,13.2,22.4,-10.7,9.0,0.869,13.1
CCOC(=O)C1=CN(Cc2ccc(Br)cc2)S(=O)(=O)N(C)C1C (stereo not given),11.7,-10.1,0.883,15.6,.,0.4,10.8,.,.
CCOC(=O)c1c(C)[nH]c(C)c1C(=O)CSc1nc(N)cc(N)n1,2.0,-0.5,0.98,1.1,3.1,14.4,6.3,0.907,9.3
CCOC(=O)C(Cc1c(F)cccc1F)(NC(C)=O)C(=O)OCC,1.2,15.1,0.988,-6.6,13.3,2.1,10.9,1.05,-5.2
COC(=O)c1c(-c2ccc(S(C)(=O)=O)cc2)sc2ccc(OC)cc12,12.2,12.3,0.878,25.4,20.2,-19.5,19.0,0.79,21.0
Cc1cc(OCC(=O)NNC(=O)c2cccs2)ccc1Br,12.5,9.8,0.875,3.1,18.3,-4.5,13.1,1.49,-49.0
CCC1S/C(=N/N=C/c2cccs2)NC1=O (stereo not given),-1.4,14.5,1.01,-12.6,9.5,-9.7,16.2,1.11,-10.8
CCOc1ccc(-c2[nH]ncc2-c2ccc(OC)c(OC)c2)c(O)c1,9.7,32.3,0.903,-11.3,7.4,10.5,34.0,1.32,-32.0
COc1ccc(S(=O)(=O)N2CCCC(C(=O)N3CCCC3)C2)cc1OC (stereo not given),-2.2,6.0,1.02,-7.6,-9.5,3.0,1.7,1.06,-6.2
COc1ccc(/C=C(\C#N)C(=O)NCC2CCCO2)cc1OC (stereo not given),6.4,22.8,0.936,2.4,-1.7,-1.9,40.0*,1.13,-13.4
O=C(c1ccc2c(c1)OCCO2)N1CCN(S(=O)(=O)c2c(F)cccc2F)CC1,4.6,7.9,0.954,4.5,16.8,2.5,-1.7,1.03,-3.5
COc1ccc(C(CC(=O)O)NC(=O)c2ccco2)cc1OC (stereo not given),-0.1,-4.3,1,-12.5,12.5,5.6,10.0,1.36,-35.7
Oc1cccc(/C=N/N2CCN(C3c4ccccc4-c4ccccc43)CC2)c1,-0.5,30.4,1,-13.6,8.1,3.9,11.8,1.1,-10.2
Cc1nn(C)cc1/C=N/NC(=O)C1(O)c2ccccc2-c2ccccc21,12.2,-0.3,0.878,-5.5,22.5,-7.8,-5.9,0.883,11.7

# Some of the entries so far, with each value named:
> O=C(c1ccc2c(c1)OCCO2)N1CCN(S(=O)(=O)c2c(F)cccc2F)CC1
  mIAP inh = 4.6	TIM10 inh = 7.9	mIAP act = 0.954	Apaf1 inhib = 4.5	NLRP3 yeast inh = 16.8	ATG4B inh = 2.5	tim10-1 inh = -1.7	hIAP activ = 1.03	hIAP inh = -3.5
> COC(=O)c1c(-c2ccc(S(C)(=O)=O)cc2)sc2ccc(OC)cc12
  mIAP inh = 12.2	TIM10 inh = 12.3	mIAP act = 0.878	Apaf1 inhib = 25.4	NLRP3 yeast inh = 20.2	ATG4B inh = -19.5	tim10-1 inh = 19.0	hIAP activ = 0.79	hIAP inh = 21.0

# Following part
SMILES,mIAP inh,TIM10 inh,mIAP act,Apaf1 inhib,NLRP3 yeast inh,ATG4B inh,tim10-1 inh,hIAP activ,hIAP inh
CCCc1cc(=O)[nH]c(SCc2ccccc2)n1,-5.3,18.0,1.05,0.6,-3.9,-4.9,20.0,1.17,-17.2
Cc1ccc(CCNS(=O)(=O)c2ccc3c(c2)NC(=O)CCS3)cc1,3.3,-6.6,0.967,-2.1,-4.9,-17.9,-0.9,1.02,-2.3
O=S(=O)(NCCCCNS(=O)(=O)c1ccc(F)cc1)c1ccc(F)cc1,-6.7,-25.0,1.07,-3.5,15.9,-4.3,-11.1,1.07,-7.4
Cc1ccc(NC(=S)NNC(=S)NC2CCCCC2)cc1,9.7,18.1,0.903,-2.7,8.4,-3.1,31.0,1.45,-45.4
CN(C)C(CNC(=O)c1cccs1)c1cccnc1 (stereo not given),-4.8,-12.3,1.05,-5.2,2.7,6.6,6.4,0.966,3.4
CCCCCCn1c(CN2CCN(C)CC2)nc2c1c(=O)n(C)c(=O)n2C,-6.3,-3.8,1.06,9.3,10.2,5.3,-23.4,0.985,1.5
CC(=O)/C(=N/Nc1cccc(C)c1)N1CCOCC1,-0.8,-50.4,1.01,7.1,-10.1,-12.5,-14.1,1.11,-10.6
COc1cc(NC(=O)C2CCN(S(=O)(=O)c3cnc[nH]3)CC2)cc(OC)c1OC,-0.1,-3.3,1,-9.8,-0.6,2.0,-0.6,0.844,15.6
COc1cc(/C=C/C(=O)c2ccc(C)cc2)ccc1OCC#N,12.7,33.2,0.873,19.1,25.3,-12.5,27.7,0.978,2.2
Cc1cc([N+](=O)[O-])nn1CC(=O)NCCc1c[nH]c2ccccc12,-12.0,3.0,1.12,1.7,7.3,7.5,8.8,1.18,-18.3
Cc1cc(-c2csc(NC(=O)c3ccc(C#N)cc3)n2)c(C)n1Cc1ccccc1,19.9,5.4,0.801,4.1,4.6,8.5,10.9,0.867,13.3
Cc1cc(NC(=O)CSc2nc(C3CC3)nc3sc4c(c23)CCC(C)C4)no1 (stereo not given),-6.4,-12.2,1.06,-13.4,1.7,8.2,-6.2,1.22,-22.2
CSc1nc2ncc3c(n2n1)CC(C)(C)CC3=O,-0.9,4.4,1.01,-1.5,11.6,-13.9,-7.5,1.02,-2.3
CCCc1cc(=O)oc2cc(OCC(=O)N3CCc4ccccc43)ccc12,7.4,6.8,0.926,0.8,-0.2,4.5,-3.5,0.991,0.9
O=C(NCc1ccco1)c1nc(-c2ccccc2)n(-c2ccccc2)n1,1.0,26.8,0.99,7.1,-0.5,-6.1,26.6,1.07,-7.5

# Two records picked at random from those above:
SMILES,mIAP inh,TIM10 inh,mIAP act,Apaf1 inhib,NLRP3 yeast inh,ATG4B inh,tim10-1 inh,hIAP activ,hIAP inh
Cc1cc(-c2csc(NC(=O)c3ccc(C#N)cc3)n2)c(C)n1Cc1ccccc1,19.9,5.4,0.801,4.1,4.6,8.5,10.9,0.867,13.3
O=S(=O)(NCCCCNS(=O)(=O)c1ccc(F)cc1)c1ccc(F)cc1,-6.7,-25.0,1.07,-3.5,15.9,-4.3,-11.1,1.07,-7.4

# Continuation.
SMILES,mIAP inh,TIM10 inh,mIAP act,Apaf1 inhib,NLRP3 yeast inh,ATG4B inh,tim10-1 inh,hIAP activ,hIAP inh
COC(=O)CNC(=O)CNC(=O)c1nn(-c2ccc(OC)c(OC)c2)c(=O)c2ccccc12,-11.4,-3.1,1.11,4.6,10.5,-0.7,9.0,1.12,-11.7
Cc1ccc(NC(=O)COC(=O)CN2C(=O)COc3ccccc32)cc1,-15.9,6.0,1.16,14.2,9.2,-15.7,27.0,1.12,-12.3
O=C(CN(Cc1ccc(F)cc1)S(=O)(=O)c1ccc(S(=O)(=O)N2CCOCC2)cc1)Nc1ccccc1,0.8,10.3,0.992,-17.1,-3.0,7.5,-1.0,0.956,4.4
O=[N+]([O-])c1cccnc1N1CCCCC1,8.7,-4.7,0.913,-2.8,1.5,-1.0,3.5,0.874,12.6
CCOC(=O)C1=C(COC(=O)/C=C/c2ccc(SC)cc2)NC(=O)NC1C (stereo not given),12.0,2.4,0.88,31.6,18.7,-0.1,-0.8,1.04,-4.3
N#CC1=C(N)NC(=S)C(C(N)=O)C1c1ccc([N+](=O)[O-])cc1 (stereo not given),17.3,-0.1,0.827,-14.0,-3.2,-2.1,23.4,0.971,2.9
CCOC(=O)c1c(C)n(C)c2cc(-c3cccc(C(F)(F)F)c3)c(O)cc12,7.9,7.6,0.921,1.9,21.9,-2.4,10.6,1.01,-1.2
COc1ccccc1CN1CCC(n2nccc2NC(=O)CCCc2ccccc2)CC1,-104.4,7.5,2.04*,2.4,-2.5,-3.8,2.5,3.31*,-230.9
CNC(=S)N1CCC(NC(=O)C(Cc2ccc(F)cc2)NC(C)=O)CC1 (stereo not given),10.1,13.9,0.899,-12.0,20.0,-1.3,4.9,0.985,1.5
COc1ccc(CCNC(=O)C(=O)NCC2CCCN2S(=O)(=O)c2ccccc2)cc1 (stereo not given),1.3,12.1,0.987,16.1,11.7,-1.7,22.7,1.1,-10.3
NS(=O)(=O)c1ccc(CNC(=O)/C=C/c2c(F)cccc2Cl)cc1,4.0,7.6,0.96,-8.3,20.8,-13.2,-16.5,0.951,4.9
OCC1CCN(Cc2cn(Cc3ccccc3)nc2-c2cc3ccccc3o2)CC1,3.9,11.5,0.961,6.9,16.6,8.1,14.9,0.991,0.9
Cc1cc(N/N=C/c2c[nH]c3ccccc23)c2ccccc2n1,-16.7,53.5*,1.17,-3.0,16.9,-13.0,33.7,0.856,14.4
CC(C)CC(=O)NC(=S)Nc1cccc(NC(=O)c2ccccc2)c1,-13.2,46.7*,1.13,15.0,-0.4,-2.5,30.3,0.927,7.3
